# MEKK3 PB1 HTS: raises or lowers MEK5 binding to the human MEKK3 PB1 domain; Q99759; bead-based flow cytometry, Alexa488-MEK5 binding to MEKK3; actives lie on both sides; 0 = blocked by unlabeled MEK5, 100 = vehicle; binding response (% of control), % at 10 µM; 290,000 tested, 1.4% active;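 active means binding response more than 3 SD above or below the average of its plate-row segment, actives on both sides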;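 further: Alexa488 bead fluorescence after subtracting the streptavidin-only scavenger bead signal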
# MEKK2 mut-MEK5: signal of MEK5 binding to mutant human MEKK2 PB1 domain | bead flow cytometry, Alexa488-MEK5 binding to MEKK2 mutant | percent response, % at 10 µM | 290,000 tested, 0.35% active | AID 1530; in the data active means percent response above about 24%, passing the limit was not always enough; further: inactives centre near 1; some results filed as inactive read as strong as hits; reference of the scale not given here
# IDE cell inh: cellular human IDE inhibition. P14735. HEK cells, FAbetaB cleavage, fluorescence polarization. inhibition, % at 5.59 µM. 320,000 tested, 0.41% active. AID 434962;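 active means percent inhibition above the average of all tested compounds plus 3 SD, set per screening campaign, cut at about 16% in these data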;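 further: IDE supplied by intact live HEK cells; FP after avidin binding of uncleaved biotin substrate so inhibition keeps polarization high; 0% = DMSO wells and 100% = 60 µM reference IDE inhibitor Ii1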
# IDE act: boosts human insulin-degrading enzyme activity in HEK cells; P14735; FAbeta-B cleavage, fluorescence polarization; 0% vehicle, 100% cell-free pure enzyme wells; activation, % at 5.96 µM; 340,000 tested, 0.073% active;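 active means activation above the mean of all tested compounds plus 3 SD, set per screening campaign, cut at about 17% in these data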
# NALP1 inh: inhibitors of NALP1 inflammasome in yeast | 280,000 tested, 0.61% active | inhibition, % at 10 µM | S. cerevisiae NALP1/ASC/caspase-1 growth, X-gal OD620, 72 h; in the data active means inhibition mostly above about 24%, no sharp cut-off; inactive means mostly below about 32%; further: some compounds called inactive have numbers as strong as hits
# pCIP destab: compounds decreasing mouse p/CIP protein stability. Q05BA5. F442A p/CIP-EGFP cells, EGFP fluorescence, 16 h. decrease of EGFP signal, % at 10 µM. 290,000 tested, 0.01% active;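 active means EGFP signal decrease of at least 30% at 10 µM or well 3 SD below plate mean, unless failing retest; inactive means the rest, including hits failing retest or dose response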; further: some compounds called inactive have numbers as strong as hits; many of its hits are not listed in these tables
# Target sequence (Q05BA5 1-1403): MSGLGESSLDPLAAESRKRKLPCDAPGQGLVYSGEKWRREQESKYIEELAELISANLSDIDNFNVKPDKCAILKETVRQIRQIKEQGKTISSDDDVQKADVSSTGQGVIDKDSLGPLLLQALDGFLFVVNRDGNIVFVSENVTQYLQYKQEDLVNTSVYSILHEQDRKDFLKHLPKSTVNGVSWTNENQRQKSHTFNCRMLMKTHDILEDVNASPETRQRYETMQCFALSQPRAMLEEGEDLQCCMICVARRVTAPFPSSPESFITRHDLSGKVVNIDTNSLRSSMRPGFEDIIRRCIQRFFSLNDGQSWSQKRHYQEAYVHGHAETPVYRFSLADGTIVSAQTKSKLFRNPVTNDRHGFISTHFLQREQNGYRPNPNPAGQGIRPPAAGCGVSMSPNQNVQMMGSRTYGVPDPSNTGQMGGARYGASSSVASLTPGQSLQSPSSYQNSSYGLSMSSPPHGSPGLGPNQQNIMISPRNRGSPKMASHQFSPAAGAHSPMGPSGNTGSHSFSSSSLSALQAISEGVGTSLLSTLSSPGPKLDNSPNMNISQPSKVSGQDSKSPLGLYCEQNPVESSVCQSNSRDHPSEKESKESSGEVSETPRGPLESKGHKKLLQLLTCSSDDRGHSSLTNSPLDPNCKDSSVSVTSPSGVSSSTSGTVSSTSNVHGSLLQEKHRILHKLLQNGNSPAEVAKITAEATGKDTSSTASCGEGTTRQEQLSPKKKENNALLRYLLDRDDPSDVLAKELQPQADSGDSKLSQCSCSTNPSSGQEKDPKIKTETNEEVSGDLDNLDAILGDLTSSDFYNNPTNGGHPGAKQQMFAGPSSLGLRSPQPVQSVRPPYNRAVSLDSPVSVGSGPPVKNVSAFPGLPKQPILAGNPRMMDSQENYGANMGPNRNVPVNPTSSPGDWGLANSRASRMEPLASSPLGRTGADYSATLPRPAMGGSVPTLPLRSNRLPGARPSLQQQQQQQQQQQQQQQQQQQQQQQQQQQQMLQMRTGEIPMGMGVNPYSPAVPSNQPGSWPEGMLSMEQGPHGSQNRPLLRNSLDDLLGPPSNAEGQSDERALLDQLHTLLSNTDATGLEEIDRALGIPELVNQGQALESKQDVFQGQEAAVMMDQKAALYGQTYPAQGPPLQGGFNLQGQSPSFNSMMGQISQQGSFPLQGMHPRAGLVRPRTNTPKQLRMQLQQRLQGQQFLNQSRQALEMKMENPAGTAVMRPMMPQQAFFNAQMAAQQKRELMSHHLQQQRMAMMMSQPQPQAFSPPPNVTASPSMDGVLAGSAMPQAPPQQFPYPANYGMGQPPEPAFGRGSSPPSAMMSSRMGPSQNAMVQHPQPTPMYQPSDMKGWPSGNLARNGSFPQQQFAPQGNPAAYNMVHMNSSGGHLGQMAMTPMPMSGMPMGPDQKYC
# M18AAP inhibitor: blocks P. falciparum M18 aspartyl aminopeptidase. recombinant PfM18AAP, H-Glu-NHMec fluorogenic cleavage. inhibition, % at 7.35 µM. 290,000 tested, 1.2% active. AID 1822;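 active means inhibition above the campaign mean inhibition over all tested compounds plus 3 SD, cut at about 28% in these data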;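 further: 0% = plate median of test compound wells and 100% = 2 mM ZnCl2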
# MEKK2wt PB1 HTS: raises or lowers MEK5 binding to wildtype human MEKK2 PB1 domain | Q9Y2U5 | bead flow cytometry, Alexa488-MEK5 binding to MEKK2 WT; actives lie on both sides | binding response (% of control), % at 10 µM | 290,000 tested, 1.1% active | AID 1531; in the data active means binding response below about 67% or above about 130%
# SUMO HTRF inh: blocks human SUMOylation mediated by UBC9. P63279. HTRF SUMOylation assay, SAE1/SAE2 + UBC9, in vitro. inhibition, % at 35 µM. 290,000 tested, 0.36% active; in the data active means inhibition above about 50%, passing the limit was not always enough; further: strong numbers were not always called active
# * hit, by the source's call; nt = no result given. This is a subset; count on the stated rates, not on these rows.
SMILES,MEKK3 PB1 HTS,MEKK2 mut-MEK5,IDE cell inh,IDE act,NALP1 inh,pCIP destab,M18AAP inhibitor,MEKK2wt PB1 HTS,SUMO HTRF inh
COc1ccc(-c2nc(C3CCCCC3)no2)cc1OC,100,2,-1,-5,17,-28,6,101,7
CC1Cc2ccccc2N1C(=O)C12CCC(C)(C(=O)C1)C2(C)C (stereo not given),97,1,3,6,2,-4,5,98,11
CC(=O)Nc1cccc(NC(=O)CSc2ccc(C(F)(F)F)cc2[N+](=O)[O-])c1,104,5,1,3,-24,-22,-14,107,23
O=[N+]([O-])c1ccccc1OCCCN1CCOCC1,110,6,-2,0,-9,-5,-2,108,-15
CC(CCc1ccccc1)NC(=O)CCN1N=C(c2ccccc2)CCC1=O (stereo not given),94,-10,-6,6,3,0,2,95,9
CC(=O)Nc1nc(-c2ccc(Cl)cc2)ns1,99,-4,6,2,25,3,-2,97,-18
Oc1cc(Cc2ccccc2)cnc1CN1CCCCC1,102,2,4,-2,-12,-10,2,106,-1
COc1ccc(CNC(=O)CCSCc2cccc(F)c2)cc1,104,2,-1,1,16,3,-11,102,22
COc1ccc(CNc2nc3ccccc3n2C)c(O)c1,111,4,-3,-10,nt,-4,-3,111,6
CC(=O)NNS(=O)(=O)c1ccccc1[N+](=O)[O-],91,-2,0,-1,14,-1,-6,94,6
CN(C)S(=O)(=O)c1ccc(C(=O)Oc2coc(CSc3ncccn3)cc2=O)cc1,102,6,0,1,-24,1,3,101,-15
Cn1c(=O)n(CCC(=O)O)c2ccccc21,nt,nt,-4,5,10,-2,2,nt,22
CC(O)C(NS(=O)(=O)c1ccc(Cl)cc1)C(=O)OCC(=O)Nc1cccnc1Cl (stereo not given),99,-2,4,6,33,1,8,98,-10
CCOC(=O)c1ccc(S(=O)(=O)NNC(=O)COc2ccccc2C)cc1,89,-1,-2,4,32,-5,-7,96,13
O=C(COC(=O)Cc1ccccc1[N+](=O)[O-])NCc1ccc(Cl)cc1,143*,0,6,-4,nt,2,-1,107,-10
CCOc1ccc(N(CC(=O)Nc2ccccc2C)S(=O)(=O)c2c(C)noc2C)cc1,113,6,-1,0,30,-17,-7,113,0
Cc1ccc(-c2nc(C(=O)O)cs2)cc1,103,6,-2,4,4,-4,4,101,-29
COc1ccc(O)c(/C=N/NC(=O)c2ccc(CSc3nc(C)cc(C)n3)cc2)c1,91,-3,7,8,38,-2,-1,101,12
COc1cc(Br)c(C(C)NC(=O)c2ccc(C)cc2)cc1OC (stereo not given),95,0,-1,1,4,-5,-2,97,18
O=C(Nc1c2c(nn1-c1ccccc1)CS(=O)C2)c1ccc(S(=O)(=O)N2CCOCC2)cc1 (stereo not given),103,-1,-4,-1,1,-12,-2,96,14
Cc1nn(Cc2ccc(F)cc2)c(C)c1NC(=O)c1cc2ncc(Br)cn2n1,91,-12,1,2,2,6,2,84,-5
O=C(O)CC(NS(=O)(=O)c1c(F)cc(F)cc1Br)c1ccccc1Cl (stereo not given),115,279*,12,5,-4,-3,1,114,4
O=C1C2C3CC(C(Br)C3Br)C2C(=O)N1CC1CCCO1 (stereo not given),109,8,4,-3,nt,2,-12,105,19
Nc1nonc1-n1nnc(C(=O)N/N=C/c2ccc3c(c2)OCO3)c1-c1ccccc1,100,-2,7,-4,3,-2,1,97,2
N#CC1=C(SCC(=O)c2ccc(Br)cc2)NC2=C(C(=O)CCC2)C1c1ccco1 (stereo not given),nt,nt,10,-7,15,-24,10,nt,34
CCc1ccc(C2CC(=O)N(c3ccc(F)cc3)C3=C2C(=O)OC3)cc1 (stereo not given),91,-11,-4,-4,7,12,-6,92,6
Cc1ccc(C(O)P(=O)(OC2CCCCC2)OC2CCCCC2)cc1 (stereo not given),104,-4,5,4,3,-1,-12,105,-4
CCSCc1nnc(SCC(=O)Nc2ccc(OC)cc2)n1C,93,-6,8,0,-5,-5,-3,93,-6
O=C(/C=C/c1ccco1)Nc1ccccc1N1CCOCC1,93,-2,-1,0,24,-2,-26,96,1
CCCNC(=O)c1ccccc1NC(=O)CN(c1ccccc1)S(=O)(=O)N(C)C,104,6,8,3,-6,4,27,106,2
COc1ccc(S(=O)(=O)N2CCCCCC2)cc1,99,-2,-2,2,-11,9,-3,100,-7
O=C1CC(c2ccc(O)c(O)c2)Oc2c1ccc(O)c2O (stereo not given),102,1,3,2,-5,-7,nt,93,73*
CC(C)C(=O)c1cc2c(cc1NC(=O)c1ccccc1)OCCO2,97,0,5,2,10,-2,0,96,-7
CC(Oc1ccc2c3c(c(=O)oc2c1)CCC3)C(=O)NC1CCN(Cc2ccccc2)CC1 (stereo not given),102,7,-4,3,9,-14,-9,110,nt
O=C(CSc1nc2ccccc2s1)NC(=O)NCc1ccco1,71,-2,10,1,nt,nt,3,97,nt
CC(NC(=O)c1ccccc1O)c1ccccc1 (stereo not given),91,-5,-1,-2,-10,8,-4,90,4
Cc1nn(-c2ccccc2)c(C)c1/C=N/NC(=O)c1cc(-c2ccc(Cl)s2)[nH]n1,108,-3,11,-9,9,-11,-6,103,-62
CCn1c(SCc2nc3ccccc3[nH]2)nnc1-c1ccccc1OC,97,-10,-6,3,20,7,6,97,-6
Cc1ccc(CNC(=O)[C@H]2C[C@@H]2[C@H](NP(=O)(c2ccccc2)c2ccccc2)c2ccccc2)o1,93,1,0,-1,18,-15,-2,96,18
O=C(Cn1cnc2c(cnn2-c2ccc(F)cc2)c1=O)NCCc1ccccc1,98,4,0,10,-79,5,-2,102,12
CCOC(=O)CCn1nc(-c2ccccc2)cc1N,103,11,1,3,-1,-9,-9,105,4
Cc1cc(C)nc(NS(=O)(=O)c2ccc(NC(=O)COc3ccccc3)cc2)n1,88,1,7,-1,2,-10,0,94,25
CNc1nc(NCCOC23CC4CC(CC(C4)C2)C3)nc(OCC(F)(F)F)n1,96,2,-4,2,-4,-10,-17,98,8
O=C(CCC(=O)N1CCN(S(=O)(=O)c2ccc(Cl)cc2)CC1)NCc1ccccc1,102,-1,-3,4,25,-5,-3,103,-3
Cc1scc(C(=O)NNC(=S)NCC(C)C)c1C,107,-2,-4,5,2,-2,7,101,-8
CCCCN(Cc1ccccc1)C(=O)c1cnc2n(c1=O)CCS2,102,10,11,3,9,4,7,104,28
COc1cccc(N2CCN(C(=O)c3oc4ccccc4c3NC(=O)CCc3cc(OC)no3)CC2)c1,102,0,2,7,-21,4,-2,101,-4
CCOc1ccc(-n2c(C)cc(/C=N/N(C)C)c2C)cc1,97,-5,-2,3,-18,-15,-10,92,22
CC1(C(=O)NC2CCCC2)CCC(=O)N1Cc1cccs1 (stereo not given),96,-7,1,-3,-9,4,4,91,7
COc1cc2c(cc1OC)CN(C(=O)CSc1nnc(C)s1)CC2,98,1,-6,1,3,-4,0,98,-17
O=S(=O)(c1cccc(C(F)(F)F)c1)N1CCN(C(=S)NCc2ccco2)CC1,98,-2,3,6,30,-7,1,97,1
COc1ccc(N2C(=O)CC(N(CCc3ccccc3)C(=O)c3ccccc3)C2=O)cc1 (stereo not given),91,-6,-2,1,-1,-9,0,93,-18
NC(=O)c1cc(S(=O)(=O)NCCc2ccc(S(N)(=O)=O)cc2)cs1,100,5,0,-1,-4,-2,2,103,16
Cc1cc(C)cc(C(=O)NCC(=O)N2CCC3(CC2)NCCc2[nH]cnc23)c1,100,-1,2,7,4,4,-3,99,-1
Cc1cccc2nc(CSC(=N)N)c(Br)n12,97,0,-1,3,15,3,5,103,-9
Cc1ccc(CNC(=O)c2ccccc2NC(=O)C2=CSCCO2)cc1,98,0,1,-2,7,8,5,100,-7
COc1cc(/C=N\NC(=O)c2cccnc2)ccc1OC(=O)c1ccccc1Cl,104,-1,-3,-5,9,-2,-1,97,14
Cc1ccc(C(=O)O)cc1NC(=S)NCCc1ccccc1,101,-5,0,4,-8,0,5,96,4
Cn1c(=O)c2c(nc(SCc3ccccc3)n2Cc2ccc(Cl)cc2)n(C)c1=O,104,3,-1,2,-17,-6,0,104,-12
O=C(CNC(=O)c1ccc(Br)o1)NC12CC3CC(CC(C3)C1)C2,103,6,0,4,2,-9,2,107,-11

# More structures
SMILES,MEKK3 PB1 HTS,MEKK2 mut-MEK5,IDE cell inh,IDE act,NALP1 inh,pCIP destab,M18AAP inhibitor,MEKK2wt PB1 HTS,SUMO HTRF inh
O=C(NCCCN1CCOCC1)c1ccc2c(c1)N(Cc1ccccc1)C(=O)c1ccccc1S2,101,5,7,2,2,-3,2,111,nt
CC(=O)C1=C(O)C(=O)N(Cc2cccnc2)C1c1ccc(O)cc1 (stereo not given),127,1,-3,2,1,-16,8,111,13
CCOC(=O)C1CCCN(C(=O)C2CCCN(S(C)(=O)=O)C2)C1 (stereo not given),nt,nt,-3,-7,8,-4,-6,nt,-3
Cc1ccc(S(=O)(=O)N(Cc2ccccc2)c2ccccc2C(=O)NCc2ccco2)cc1,107,3,-2,4,18,-10,-8,104,22
N#Cc1cc(Oc2cccnc2)c(Oc2cccnc2)cc1C#N,107,5,4,-3,0,0,10,107,7
Cc1cc(NS(=O)(=O)c2ccc(NC(=O)C(C)Oc3ccc4c(C)cc(=O)oc4c3)cc2)no1 (stereo not given),99,5,5,-2,-1,-8,0,99,18
Cc1ccc(-c2cc(-c3ccc(Cl)cc3)c(C#N)c(N)n2)o1,86,-10,-2,-15,1,1,-3,88,34
Cc1ccc(S(=O)(=O)N2CCCC2C(=O)OCc2ccco2)cc1 (stereo not given),95,-9,-3,2,11,-15,-4,93,25
Cn1cnc2c(=O)[nH]cc([N+](=O)[O-])c21,115,-1,-4,-2,6,-14,-7,106,15
Cn1ccnc1C(O)(c1nnc(-c2ccccc2)o1)C(F)(F)F (stereo not given),105,7,0,3,2,-3,13,108,2
Nc1nnnn1/N=C/C=C/c1ccccc1,101,-1,6,0,12,-4,1,104,-15
Cc1cc(C(=O)COC(=O)CNC(=O)c2ccc(F)cc2)c(C)n1Cc1ccco1,100,-1,-6,3,32,-6,-6,100,22
CCOc1ccccc1NC(=O)Cn1[nH]c(=O)c2ccccc2c1=O,104,2,4,6,-7,11,-7,100,-2
COC(=O)c1ccccc1NC(=S)NC(=O)c1ccc2ccccc2c1,102,-2,-2,-4,9,13,2,99,-4
COc1ccccc1CNC(=O)CCC(=O)N1CC(C)Sc2ccccc21 (stereo not given),98,0,7,9,9,-8,8,96,14
O=C(NC1CCN(Cc2ccccc2)CC1)c1ccc(S(=O)(=O)NCc2ccco2)cc1,nt,nt,1,3,4,-11,0,nt,4
CSc1nc(C)c2cc(C)oc2n1,103,6,2,3,14,0,-17,107,14
CCN(CC)CCCNC(=O)C1CCCN(c2nnc(N3CCCC3=O)s2)C1 (stereo not given),98,-3,1,0,8,-19,-5,98,16
Cc1ccc(C(=O)CSc2nnc(-c3ccco3)n2CC2CCCO2)cc1 (stereo not given),93,-2,2,2,24,1,11,92,-12

# Sorted by SMILES length (high to low): part of the list above.
SMILES,MEKK3 PB1 HTS,MEKK2 mut-MEK5,IDE cell inh,IDE act,NALP1 inh,pCIP destab,M18AAP inhibitor,MEKK2wt PB1 HTS,SUMO HTRF inh
Cn1c(=O)c2c(nc(SCc3ccccc3)n2Cc2ccc(Cl)cc2)n(C)c1=O,104,3,-1,2,-17,-6,0,104,-12
NC(=O)c1cc(S(=O)(=O)NCCc2ccc(S(N)(=O)=O)cc2)cs1,100,5,0,-1,-4,-2,2,103,16
Cc1ccc(CNC(=O)c2ccccc2NC(=O)C2=CSCCO2)cc1,98,0,1,-2,7,8,5,100,-7
COc1ccc(CNc2nc3ccccc3n2C)c(O)c1,111,4,-3,-10,nt,-4,-3,111,6

# Bioassay records from PubChem.
